Screening data from PubChem.
CHT inh: inhibits the human high affinity choline transporter; CHT-expressing cells, membrane potential dye, choline response; active compounds read low; B-score at 10 µM; Q9GZV3; 310,000 compounds, 0.86% hits;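 active = B-score over 3 SD under the library average, and starting fluorescence ratio not unusually high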;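 note: choline stimulus applied at its EC90 after an EC20 pre-addition; B-score computed on integrated fluorescence ratio after choline addition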
Target sequence (Q9GZV3 whole entry, looked up): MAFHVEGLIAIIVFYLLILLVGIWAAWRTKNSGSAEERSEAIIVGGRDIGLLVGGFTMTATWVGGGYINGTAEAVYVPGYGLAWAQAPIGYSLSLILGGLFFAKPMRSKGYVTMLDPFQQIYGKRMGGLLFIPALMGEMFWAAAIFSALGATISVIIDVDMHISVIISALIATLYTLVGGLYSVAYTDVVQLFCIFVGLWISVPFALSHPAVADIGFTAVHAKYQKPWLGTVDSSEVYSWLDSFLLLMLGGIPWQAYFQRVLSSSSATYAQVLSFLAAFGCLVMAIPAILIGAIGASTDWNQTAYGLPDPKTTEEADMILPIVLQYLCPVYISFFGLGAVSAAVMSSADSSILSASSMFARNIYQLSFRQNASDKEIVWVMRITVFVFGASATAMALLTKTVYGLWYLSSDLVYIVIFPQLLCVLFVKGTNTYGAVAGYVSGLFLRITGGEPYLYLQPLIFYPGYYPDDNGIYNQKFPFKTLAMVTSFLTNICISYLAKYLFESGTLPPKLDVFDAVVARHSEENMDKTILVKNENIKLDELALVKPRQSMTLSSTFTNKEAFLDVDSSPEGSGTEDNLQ
Kir21 inh: blocks the mouse Kir2.1 inward-rectifier potassium channel; P35561; HEK293-Kir2.1, FluxOR thallium flux fluorescence; active compounds read low; B-score at 10 µM; 310,000 compounds, 0.85% hits; AID 1672;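 active = fluorescence ratio B-score at or below minus 3 SD of library scores, with starting-brightness B-score within 2 SD, cut at about -4.2 in these data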;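 note: channel flux triggered by added potassium and thallium sulfate stimulus; B-score of peak minus minimum fluorescence over baseline after thallium stimulus; more negative B-score means stronger Kir2.1 block with less thallium influx; some compounds called inactive have numbers as strong as hits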
Target sequence (P35561 whole entry, looked up): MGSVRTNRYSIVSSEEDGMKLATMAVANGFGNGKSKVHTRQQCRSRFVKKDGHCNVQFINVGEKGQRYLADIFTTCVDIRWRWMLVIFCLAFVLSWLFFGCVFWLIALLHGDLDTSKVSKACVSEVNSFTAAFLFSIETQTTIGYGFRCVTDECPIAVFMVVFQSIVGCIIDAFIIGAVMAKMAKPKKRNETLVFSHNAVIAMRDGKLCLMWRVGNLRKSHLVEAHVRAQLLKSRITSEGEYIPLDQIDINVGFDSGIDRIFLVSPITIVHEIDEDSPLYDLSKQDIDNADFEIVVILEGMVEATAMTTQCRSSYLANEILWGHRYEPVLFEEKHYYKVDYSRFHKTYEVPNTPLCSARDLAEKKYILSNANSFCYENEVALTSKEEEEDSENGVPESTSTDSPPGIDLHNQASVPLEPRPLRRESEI
Numbers without * were called inactive; i = inactive; · = no result given.

SMILES	CHT inh	Kir21 inh
CC(C)COC(=O)Nc1nnc(SCc2ccccc2F)s1	i	0.01
CCN1CCN(C(=O)c2cc3c(=O)n(C)c4ccccc4c3n2C)CC1	i	-1.9
CCN(c1ccc(OC)cc1)S(=O)(=O)N1CCCC(C(=O)NCc2ccccc2Br)C1 (stereo not given)	i	0.57
CCc1ccc(NC(=O)c2sc3nc4n(c(=O)c3c2C)CCC4)cc1	i	0.04
CCOC(=O)C1=C(Cc2ccc(F)cc2)C(=O)c2ccccc2C1=O	i	-0.1
CCOC(=O)C1CCN(CC(=O)N2C(C)CCCC2C)CC1 (stereo not given)	i	1.3
CCOC(=O)NC(N(O)c1cccc(Cl)c1)C(Cl)(Cl)Cl (stereo not given)	i	-3.9
COc1ccc(OC)c(/C=N/NC(=O)c2ccc(Cn3cc([N+](=O)[O-])cn3)o2)c1	i	0.86
COc1ccc(NC(=O)C2CC(=O)N(c3ccccc3C)C2)c(OC)c1 (stereo not given)	i	2
Cc1ccc(S(=O)(=O)NNC(=O)c2snnc2C)cc1	i	-1.5
CSc1ccc(/C=N/N(C)S(=O)(=O)c2ccc(C)cc2)cc1	i	0.01
COc1cccc(C(=O)C2CCCN(C(=O)CCc3scnc3C)C2)c1 (stereo not given)	i	-0.24
N#Cc1c(C(F)(F)F)cc(=O)[nH]c1SCC(=O)O	i	0.04
Cc1ccc(OCCOC(=O)Nc2ccccc2)cc1	i	1.2
CC(C)(C)N1C(=O)c2ccc(C(=O)O)cc2C1=O	i	-0.08
O=C(CSc1n[nH]c(=O)[nH]c1=O)N/N=C/c1ccccc1O	i	0.21
O=C(COc1ccc(-c2ccccc2)cc1)NNC(=O)Nc1ccc(F)cc1F	i	0.21
Cc1cc(C)c2nc(N3CCC(C(=O)NCCN4CCOCC4)CC3)sc2c1	i	0.61
O=C(NCCCn1ccnc1)Nc1ccc(Cl)cc1	i	-1.2
Cc1cccn2cc(-c3c[nH]c4ccccc34)nc12	i	0.07
Cc1c(CCC(=O)N2CCC[C@H]2C(=O)O)c(=O)oc2c(C)c3oc4c(c3cc12)CCCC4	i	2.3
O=C(COC(=O)/C=C/c1ccc(F)cc1)NCc1ccco1	i	-0.34
O=c1[nH]ncc2c3ccccc3n(Cc3ccc(F)cc3)c12	i	1.7
CCNc1c(NC(=O)c2cccs2)c(=O)oc2ccccc12	i	0.09
CC(=O)C1=C(O)C(=O)N(Cc2ccco2)C1c1ccc2c(c1)OCO2 (stereo not given)	i	-0.28

Record cards (already shown). Values in the order: CHT inh | Kir21 inh
Record of `CCN(c1ccc(OC)cc1)S(=O)(=O)N1CCCC(C(=O)NCc2ccccc2Br)C1` (stereo not given) : i | 0.57
Record of `COc1ccc(OC)c(/C=N/NC(=O)c2ccc(Cn3cc([N+](=O)[O-])cn3)o2)c1` : i | 0.86
Record of `COc1ccc(NC(=O)C2CC(=O)N(c3ccccc3C)C2)c(OC)c1` (stereo not given) : i | 2
Record of `CCOC(=O)NC(N(O)c1cccc(Cl)c1)C(Cl)(Cl)Cl` (stereo not given) : i | -3.9

Arranged by value in Kir21 inh (largest number first): three of the compounds above.
SMILES	CHT inh	Kir21 inh
COc1ccc(NC(=O)C2CC(=O)N(c3ccccc3C)C2)c(OC)c1 (stereo not given)	i	2
COc1cccc(C(=O)C2CCCN(C(=O)CCc3scnc3C)C2)c1 (stereo not given)	i	-0.24
CCOC(=O)NC(N(O)c1cccc(Cl)c1)C(Cl)(Cl)Cl (stereo not given)	i	-3.9

Going on with the list:
SMILES	CHT inh	Kir21 inh
O=C(CN1C(=O)C2CC=CCC2C1=O)Nc1nc2ccc(F)cc2s1 (stereo not given)	i	0.06
COc1cc(C2SCC(=O)N2CCN2CCCCC2)ccc1O (stereo not given)	i	-0.42
Cc1cccn2c(=O)nc(SCC(=O)N3CCCCCC3)nc12	i	-1
COc1ccc(/C=N/NC(=O)CNC(=O)COc2ccccc2)cc1	i	1.9
COc1c2ccccc2c(OC)c2ccccc12	i	-0.88
O=C(N/N=C/c1ccccn1)c1cc(-c2ccccc2)nc2ccccc12	i	-1.2
O=C(NCCN1CCCCC1)c1cc(COc2c(F)cccc2F)on1	i	-0.76
CCn1nc(C)c(NC(=O)/C=C/c2cnn(C)c2)c1C	i	0.96
O=C(NCCCNC(=O)c1ccccc1Br)c1ccccc1Br	i	3.2
COc1cc(/C=N/NC(=O)c2c(C)nc3ccc(Cl)cn23)cc(OC)c1OC	i	-0.16
COC(=O)c1ccccc1NC(=O)Cn1c(=O)oc2ccc(Cl)cc21	i	2.1
O=C(NCCCO)C(=O)Nc1ccc2c(c1)N(S(=O)(=O)c1cccs1)CCC2	i	-0.01
COc1c(C)cc(Br)cc1C(=O)Nc1ccccc1N1CCN(C(=O)c2ccccc2)CC1	i	-1.1
CN(CC(=O)Nc1ccccc1Cl)C(=O)CCSc1ccc(F)cc1	i	-1.4
CC(C)N(C)NC(=S)Nc1ccccc1	i	0.35
COC(=O)c1ccccc1NC(=O)C(=O)NCc1ccncc1	i	0.62
Cn1c(=O)c2c(nc(CN3CCOCC3)n2CCc2ccccc2)n(C)c1=O	-5*	0.56
CC(C)NC(=O)C1=NN(c2ccccc2)C(=O)CC1	i	-0.87
COc1cc2c(cc1OC)C(COc1ccccc1OC)N(C(=O)C(C)C)CC2 (stereo not given)	i	-0.67
Cc1ccccc1C(=O)N/N=C1/SCC(=O)N1Cc1ccc2c(c1)OCO2	i	0.37
COc1ccccc1NC(=O)NCc1ccccc1F	i	1.4
COc1ccc(C(=O)Nc2ccc(Cc3ccncc3)cc2)cc1Br	i	-3.1
CCSc1nc2sc3c(c2c2nnc(SCC(=O)NCc4ccco4)n12)CCCC3	i	0.09
CCOCC(=O)N1CCN(c2ccc([N+](=O)[O-])cc2)CC1	i	-0.07
Cn1c(SCC(=O)Nc2cccc(F)c2)nnc1-c1cccnc1	i	0.66

Later entries.
SMILES	CHT inh	Kir21 inh
CN(C)CCCn1c(SCC(=O)Nc2sc3c(c2C#N)CCCC3)nnc1-c1ccncc1	i	-0.06
O=C(COc1ccccc1)N1CCN(C(=O)c2ccco2)CC1	i	-1
CCN(CC)C(=O)C[n+]1ccc(C(N)=O)cc1	i	0.57
CC(C)(C)c1ccc(/C=C/C(=O)N2CCN(c3ncccn3)CC2)cc1	i	0.86
CC(=O)O[C@H]1C[C@@H]2CC[C@@H]3[C@H](CC[C@@]4(C)[C@H]3C[C@H]([N+]3(C)CCCCC3)[C@@H]4OC(C)=O)[C@@]2(C)C[C@@H]1N1CCCCC1	i	-0.79
O=c1ccn(-c2cccc(C(F)(F)F)c2)nc1-c1ccn(-c2cccc(Cl)c2)n1	i	1.1
CCOC(=O)NC(c1ccccc1)C1CCCCC1=O (stereo not given)	i	0.28
Cc1cccc(NC(=O)N2CCCC2C(=O)NCc2cccs2)c1 (stereo not given)	i	0.03
COc1ccc(N=C2S/C(=C\c3ccc(OCC(=O)O)cc3)C(=O)N2CCc2c[nH]c3ccccc23)cc1	·	0.03
O=C(NC(=S)NCc1cccnc1)c1ccccc1F	i	0.33
COc1ccc(-c2cc(N)n(S(=O)(=O)c3ccc(F)cc3)n2)cc1OC	i	-0.22
CCN(CC(=O)NCc1cccs1)S(=O)(=O)c1ccccc1Cl	i	-1.6
Cn1c(=O)n(C)c2cc(NS(C)(=O)=O)ccc21	i	0.71
O=C(c1ccoc1)N1CCC2(CC1)Oc1ccc(Cl)cc1C(=O)C21CC(c2ccccc2)=NO1 (stereo not given)	i	0.78
O=C(CSc1nc2ccccc2o1)N/N=C/c1ccc(C(=O)O)cc1	i	-0.66
CCc1cccc(N=c2c([N+](=O)[O-])nn(-c3ccc4c(c3)OCCO4)n2O)c1	i	-0.03
Cc1cc(C)c(C#N)c(SCc2[nH]nc3c2C(c2ccccc2)C(C#N)=C(N)O3)n1 (stereo not given)	i	-0.01
Nc1cc(=O)[nH]c(SCC(=O)Nc2ccccc2Sc2ccccc2)n1	i	-0.74
CC(C)C(NC(=O)CNC(=O)OC(C)(C)C)C(=O)NCc1ccc(Cl)cc1 (stereo not given)	i	-0.8
CCOC(=O)CSC1=NN2CCS(=O)(=O)N=C2S1	i	2.2
Cc1ccc(Cl)cc1NC(=O)CCNC(=O)N1CC(=O)Nc2ccccc21	i	0.6
Cc1ccc(NC(=O)CN(C)CC(=O)Nc2ccccc2C(=O)Nc2ccccc2)cc1	i	0.37
CC(C)C(=O)NC(c1ccc(N(C)C)cc1)c1c(O)ccc2ccccc12 (stereo not given)	i	0.62
CC(C)CN(C(=O)COC(=O)c1cc2c(s1)CCC2)C1CCS(=O)(=O)C1 (stereo not given)	i	-0.65
CCCC(C)C(=O)N(Cc1ccccc1)c1ccccn1 (stereo not given)	i	-2.5

Given with each value named: two of the compounds above.
Compound: CCOC(=O)CSC1=NN2CCS(=O)(=O)N=C2S1
  CHT inh = i
  Kir21 inh = 2.2
Compound: Cc1ccc(Cl)cc1NC(=O)CCNC(=O)N1CC(=O)Nc2ccccc21
  CHT inh = i
  Kir21 inh = 0.6

(listing goes on)
SMILES	CHT inh	Kir21 inh
COc1ccc(C2C3=C(CC(c4ccco4)CC3=O)Nc3ccccc3N2C(C)=O)cc1 (stereo not given)	i	-0.07
CCOCCCNC(=O)COC(=O)/C=C/c1ccc(S(=O)(=O)N2CCc3ccccc32)cc1	i	0.69
Cc1c(/C=N\NC(=O)c2ccc(F)cc2)cnn1C	i	-5.6
CCN(CC(=O)NCc1ccc(F)cc1)C(=O)c1cccnc1SC	i	-0.4
CN1CCN(C(=O)c2ccccc2NC(=O)Cc2ccccc2)CC1	i	0.96
OCCCCNCc1cc(Br)ccc1OCc1ccccc1	i	-1.6
COc1cc(C(=O)Nc2nnc(CC(=O)N3CCOCC3)s2)cc(OC)c1OC	i	-0.89
CC(C)NOC(=O)c1ccc(Cl)cc1	i	0.99
C#CCONC(=O)c1cc(OCC(F)(F)F)ccc1OCC(F)(F)F	i	0.41
Cc1ccccc1-c1cc(-c2ccccc2O)on1	i	1.4
CCN(CC)Cc1cc(O)c(CN(CC)CC)cc1O	·	-0.1
CC(=O)c1ccc(C(=O)Nc2sc3c(c2C(N)=O)CCN(Cc2ccccc2)C3)cc1	i	-0.17
COc1cccc(-c2cc(C(F)(F)F)nc(-n3cc(C)cn3)n2)c1	i	-0.03
CC(=O)Nc1ccc(SCC(=O)O)cc1	i	-0.9
O=C(NCc1ccco1)C12CN(Cc3ccccc3)CC1C(c1ccc([N+](=O)[O-])cc1)=NO2 (stereo not given)	i	0.12
CCCCOc1cccc(C(=O)Nc2ccc(NC(=O)c3cccs3)cc2)c1	i	0.32
Cc1ccc(C2=CSC3=NS(=O)(=O)CCN23)cc1	i	-1.5
CCC(CC)C(=O)N(CCc1ccc(OC)cc1)Cc1nc2ccccc2c(=O)[nH]1	i	-0.36
CCc1nc(SCC(=O)Nc2cccc(C(F)(F)F)c2)c2c(=O)n(C)c(=O)n(C)c2n1	i	-0.79
COCCn1c(SCC(=O)Nc2ccc(C)cc2C)nc2c(oc3ccccc32)c1=O	i	2
CC(OC(=O)CCN=C1NS(=O)(=O)c2ccccc21)C(=O)NCc1ccccc1 (stereo not given)	i	-0.65
COc1ccc(C(=O)Nc2ccc(N3CCN(Cc4ccccc4)CC3)cc2)cc1	i	1.3
COc1cccc(CC2(CO)CCN(S(=O)(=O)c3ccc(OC)cc3OC)CC2)c1	i	-0.09
Cc1ccc(C)c2sc(NC(=O)CN3C(=O)CCC3=O)nc12	i	0.96
Cc1cc(C)cc(-n2nnc(C(=O)NCc3ccc(Cl)cc3)c2N)c1	i	0.38

(listing goes on)
SMILES	CHT inh	Kir21 inh
Cc1cccc(C)c1NC(=O)C1CSC2(C)CCC(=O)N12 (stereo not given)	i	1
O=C(CC(=O)c1cccc([N+](=O)[O-])c1)Nc1ccccc1Cl	i	0.89
CCc1nc(-c2ccc(OC)c(OC)c2)cc2cc(OC)c(OC)cc12	i	-0.57
Cc1nonc1NC(=O)CSc1nc2cc(Cl)ccc2c2c1CCCC2	i	-0.06
Cc1cc(Cl)n2nc(C)c(-c3ccc(Cl)cc3)c2n1	i	-2.6
CCOc1ccc(-n2c(-c3ccccc3)c[nH]c2=S)cc1	i	-1.1
O=C(O)CCn1c(-c2ccccn2)nc2ccccc21	i	-0.02
CC(C)C(NS(=O)(=O)c1ccc2c(c1)oc(=O)n2C)C(=O)N1CCN(c2ccccc2F)CC1 (stereo not given)	i	·
Cc1nc2nc(C)c(CCC(=O)NC3CCCCC3)c(C)n2n1	i	0.6
O=C1Nc2ccccc2C(=O)C1(Cl)Cc1ccccc1 (stereo not given)	i	-5.2*
Cn1ncc(Cl)c1C(=O)N1CCCc2ccccc21	i	·
CCCCc1c(C)nc2ccc(C(=O)OCC)cc2c1Cl	i	-1.1
COC(=O)C1=C(C)NC(=S)NC1c1ccc(-c2cccc(Cl)c2)o1 (stereo not given)	i	1.6
O=C1c2cnc3ncnn3c2CC2c3ccccc3CCN12 (stereo not given)	i	1.4
CCN(CC)C(=S)Nc1ccc(OC(F)F)cc1	i	-1.4
CC1(C)Cc2c(sc(NC(=O)COc3ccc(Cl)cc3Cl)c2C(N)=O)C(C)(C)N1	i	-0.83
COc1ccc(C(=O)C2CCN(C(=S)NCCc3ccccc3)CC2)cc1	i	-0.6
COc1ccccc1C(=O)N1CCN(Cc2c[nH]c3ccccc23)CC1	i	-1.4
COc1ccc(C2=NS(=O)(=O)N(C)C(C(=O)Nc3ccc(C)cc3)=C2)cc1	i	0.2
O=C(c1ccco1)N1CCN(C/C=C/c2ccccc2)CC1	i	-2.1
Cc1cccnc1NC(=O)CN1C(=O)NC(C)(c2ccc3ccccc3c2)C1=O (stereo not given)	i	-1.9
COC(=O)COc1ccc(S(=O)(=O)NC2CCCCCC2)cc1	i	-0.27
COc1ccc(C)cc1NC(=O)CCS(=O)(=O)c1cc2c(cc1Cl)NC(=O)CO2	i	-0.05
Fc1ccc(CSc2nnc(-c3ccccn3)o2)cc1	i	1.7
